Screening results deposited in PubChem by Johns Hopkins Ion Channel Center.
CHT allo act: allosterically activates the human high affinity choline transporter; B-score at 10 µM; CHT-expressing cells, membrane potential dye, choline EC20; hits give high values; LV-AA mutant CHT in HEK293 cells; 310,000 tested, 0.49% active; Q9GZV3;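 active = initial fluorescence not abnormally high and integrated response B-score, plate-corrected, over 3 SD above library mean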
Target sequence (Q9GZV3 whole entry, looked up): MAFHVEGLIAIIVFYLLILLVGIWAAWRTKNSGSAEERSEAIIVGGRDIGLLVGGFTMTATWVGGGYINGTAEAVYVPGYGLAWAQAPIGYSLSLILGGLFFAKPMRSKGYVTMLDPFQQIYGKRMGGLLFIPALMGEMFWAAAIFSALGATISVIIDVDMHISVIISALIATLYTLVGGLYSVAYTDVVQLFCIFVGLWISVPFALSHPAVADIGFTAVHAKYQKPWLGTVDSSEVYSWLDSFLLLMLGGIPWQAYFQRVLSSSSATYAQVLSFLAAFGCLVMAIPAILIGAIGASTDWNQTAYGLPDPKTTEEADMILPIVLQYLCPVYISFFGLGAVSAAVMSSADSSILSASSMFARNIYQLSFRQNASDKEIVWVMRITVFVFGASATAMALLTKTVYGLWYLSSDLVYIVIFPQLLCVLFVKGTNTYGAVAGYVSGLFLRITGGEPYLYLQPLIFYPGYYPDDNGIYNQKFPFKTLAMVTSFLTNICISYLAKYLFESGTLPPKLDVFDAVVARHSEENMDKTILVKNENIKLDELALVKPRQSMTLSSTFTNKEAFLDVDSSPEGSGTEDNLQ
CHT block: inhibitors of human choline transporter CHT. Q9GZV3. CHT-expressing cells, membrane potential dye, choline response; hits give low values. B-score at 10 µM. 310,000 tested, 0.86% active;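 active = B-score over 3 SD under the library average, and starting fluorescence ratio not unusually high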;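 also: choline stimulus applied at its EC90 after an EC20 pre-addition; B-score computed on integrated fluorescence ratio after choline addition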
* = called active by the depositor; i = inactive. This is a random part of the collection. Share with any hit: about 1.5%.

Preview, 3 compounds:
Second line of a record: CHT allo act	CHT block
- CC(C)CCNC(=O)CN(CC1CCCO1)C(=O)CCC(=O)Nc1ccccn1 (stereo not given)
  i	i
- Cc1ccc(/C=C/C(=O)Nc2ncc(C)s2)o1
  i	i
- CN(C)c1ccc(NC(=O)/C=C/c2c(Cl)cccc2Cl)cc1
  i	i

The list itself, repeating the preview:
Second line of a record: CHT allo act	CHT block
- CC(C)CCNC(=O)CN(CC1CCCO1)C(=O)CCC(=O)Nc1ccccn1 (stereo not given)
  i	i
- Cc1ccc(/C=C/C(=O)Nc2ncc(C)s2)o1
  i	i
- CN(C)c1ccc(NC(=O)/C=C/c2c(Cl)cccc2Cl)cc1
  i	i
- COc1ccc(C(=O)NC(=S)Nc2cccc3cc(O)ccc23)cc1OC
  i	i
- CCOc1cc2[nH]c(=O)n(Cc3ccc(C(=O)NCCCN4CCC(C)CC4)cc3)c(=O)c2cc1OCC
  i	i
- CC(C)C[C@H](N)C(=O)N1CCC(C(=O)N[C@H](C(=O)NCc2ccc(F)cc2)C(C)C)CC1
  i	i
- CS(=O)(=O)N(CC(=O)N1CCCCC1)Cc1ccccc1
  i	i
- CNC(=O)c1c(NC(=O)c2ccco2)sc2c1CCC2
  i	i
- Cn1cc(CCC(=O)N2CCCC(N3CCN(c4ccccc4F)CC3)C2)cn1 (stereo not given)
  i	i
- Cc1ccc(NC(=S)/C(=C(\[O-])c2ccc(F)cc2)[n+]2ccccc2)cc1
  i	i
- NC(=O)CSc1nnc(-c2ccccc2Br)n1-c1cccc(C(F)(F)F)c1
  i	i
- COc1ccc(Nc2nc3ccccc3n2C)cc1
  i	-6.49*
- O=C(CN1C(=O)c2ccccc2C1=O)NCC1CCCO1 (stereo not given)
  i	i
- O=C(CSc1nnc(COc2ccc(Cl)cc2)o1)NC1CC2CCC1C2 (stereo not given)
  i	i
- Clc1ccccc1OCCn1cnc2ccccc21
  i	i
- CC(=O)c1cccc(NC(=O)N2CCCC2C(=O)Nc2c(C)cccc2C)c1 (stereo not given)
  i	i
- CC(C)CN(C(=O)COC(=O)CSc1ccccc1F)c1c(N)n(Cc2ccccc2)c(=O)[nH]c1=O
  i	i
- COc1ccc(C(=S)N2CCOCC2)cc1OC(=O)c1ccc([N+](=O)[O-])cc1[N+](=O)[O-]
  i	i
- O=C(COC(=O)CCc1ccccc1)Nc1ccccc1OC(F)F
  i	i
- CC(C)[C@H](NC(=O)c1ccco1)C(=O)OCC(=O)N1CCc2ccccc21
  i	i
- CC(=O)Nc1ccc(S(=O)(=O)NCCC(=O)NCCc2ccc(F)cc2)cc1
  i	i
- COc1ccccc1C(=O)NNC(=O)c1cccc(Cl)c1
  i	i
- CC(SCCc1ccccn1)C(=O)O (stereo not given)
  i	i
- COc1ccc([C@@H]2CC=C(C(=O)O)[C@H](c3ccc(Cl)cc3)N2S(=O)(=O)c2ccc(C)cc2)cc1OC
  i	i
- COc1cccc(NC(=O)c2ccco2)c1
  i	i
- COc1ccc(C(CC(=O)O)N2Cc3ccccc3C2=O)cc1OC (stereo not given)
  i	i
- O=C(CN1C(=O)c2ccccc2C1=O)Nc1ccccc1C(=O)NC1CCCCCC1
  i	i
- Cc1cccc(NC(=O)N2CCN(Cc3ccc(Cl)cc3)CC2)c1
  i	i
- COc1ccc(CN2CCN(S(=O)(=O)c3ccccc3)CC2)c(OC)c1OC
  i	i
- C/C(=N\NC(=O)c1ccc(Br)o1)c1cc2c(cc1NC(=O)CCC(=O)O)OCO2
  i	i
- Nc1nc2c(c(=O)[nH]1)C(c1ccccc1)C1=C(N2)c2ccccc2C1=O (stereo not given)
  i	i
- Cc1ccc(S(=O)(=O)Cn2nnnc2CN2CCCC3(CCCCC3)C2)cc1
  i	i
- CSc1ccccc1OCc1cc(C(=O)NC2CCc3ccccc32)no1 (stereo not given)
  i	i
- COc1ccc(CCNC(=O)c2ccc(CN3CCC(Cc4ccccc4)CC3)cc2)cc1
  i	i
- CC(=O)c1cccc(NC(=O)C2=CC(c3cccs3)=NS(=O)(=O)N2C)c1
  i	i
- O=C(COC(=O)Cc1ccc(F)cc1)NC1CCS(=O)(=O)C1 (stereo not given)
  i	i
- O=C(CN1C(=O)COc2ccccc21)Nc1ccc(N2CCOCC2)cc1
  i	i
- CCOC(=O)C1CCN(C(=O)c2cc(CN3C(=O)c4ccccc4C3=O)ccc2OCC)CC1
  i	i
- O=C(CCc1nc2ccccc2c(=O)[nH]1)OCCOc1ccc(Cl)cc1
  i	i
- COc1ccc(CNC(=O)Cc2ccc(NC(=O)C3=C(C)OCCS3)cc2)cc1
  i	i
- C/C(CC1(O)/C(=N/O)CCc2nonc21)=N\O (stereo not given)
  i	i
- Cc1ccc(-c2nnc3sc(-c4ccncc4)nn23)cc1
  i	i
- CC(NC(=O)CNC(=O)c1ccco1)c1ccccc1 (stereo not given)
  i	i
- CCOC(=O)C1CCCN(S(=O)(=O)c2cc3c4c(c2)CCC(=O)N4CCC3)C1 (stereo not given)
  i	i
- COC(=O)c1sc(S(=O)(=O)N2CCN(CCO)CC2)c(C(=O)OC)c1C
  i	i
- CCCC(=O)Nc1ccc(Cl)c(NC(=O)CC)c1
  i	i
- Cc1cc(C)c2cc(CN(Cc3nnnn3C3CCCCC3)CC3CCCO3)c(=O)[nH]c2c1 (stereo not given)
  i	i
- COc1ccc(S(=O)(=O)N2CCOCC2)cc1NC(=O)c1ccc2c(c1)OCCO2
  i	i
- COc1ccc(-c2nnc(SCC(=O)c3ccco3)n2-c2ccccc2)cc1
  i	i
- CC1Cc2ccccc2N1CC(=O)NC(c1ccccc1)c1ccccc1 (stereo not given)
  i	i
- CCc1cccc(C)c1NC(=S)N(CCN(C)C)Cc1cccs1
  i	i
- CC(=O)N/C(=C/c1ccc2c(c1)OCO2)C(=O)NCCCO
  i	i
- CCOCCCNC(=O)C1(O)c2ccccc2NC(=O)N1c1ccc(Cl)cc1 (stereo not given)
  i	i
- c1ccc(Nc2cc(Nc3ccccc3)[nH]n2)cc1
  i	i
- O=C(c1ccc2c(c1)OCO2)N1CCN(c2ccccc2)CC1
  i	i
- COc1ccc(NC(=O)Cn2nnc(C(=O)NCc3cccs3)c2N)cc1Cl
  i	i
- C=C(C)c1cccc(C(C)(C)NC(=O)N2CCN(CC)CC2)c1
  i	i
- Cc1cc(Br)ccc1NS(=O)(=O)c1c(C)[nH]c(=O)[nH]c1=O
  i	i
- CCN(CC)C(=O)C1CCCN(Cc2nc(-c3cnccn3)no2)C1 (stereo not given)
  i	i
- COC(=O)c1sccc1NC(=O)c1ccc(OC)cc1
  i	i

More compounds follow:
Second line of a record: CHT allo act	CHT block
- CCN(CC)CCN(CC(=O)N(C1CCCCC1)C1CCCCC1)C(=O)c1ccco1
  i	i
- O=C(CSc1ccc2ccccc2n1)NCCC1=CCCCC1
  i	i
- Cc1nnc(NC(=O)CSc2nnc(CCNC(=O)c3ccccc3F)n2C)s1
  i	i
- CC(NC(=O)CN1C(=O)NC(C)(c2cccc3ccccc23)C1=O)c1ccccc1 (stereo not given)
  i	i
- CCCOc1ccc(N2C(=O)CC(S/C(N)=N/N=C(\C)c3cccs3)C2=O)cc1 (stereo not given)
  i	i
- Cc1ccc(-c2nn(-c3cccc(F)c3)cc2CN(Cc2nccn2C)C(C)C)o1
  i	i
- Cc1nn(C)c(C)c1CNC(=O)Nc1cccc(Cl)c1
  i	i
- CCOC(=O)c1ccc(NC(=O)NC2CCN(CC(=O)NCc3ccc4c(c3)OCO4)CC2)cc1
  i	i
- COCCNC(=O)c1ccc(CS(=O)(=O)c2ccc(OC)cc2)o1
  i	i
- COC(=O)Nc1nn(-c2ccc(C)cc2)c(=O)c(C#N)c1C
  i	i
- CN1CCN(C(=O)/C(=C/c2ccc(N(C)C)cc2)NC(=O)c2ccccc2)CC1
  i	i
- CC(Cl)C(=O)Nc1cc(C(F)(F)F)ccc1N1CCOCC1 (stereo not given)
  i	i
- CCCc1nn(C)c(C(=O)Nc2ccc(C(C)(C)C)cc2)c1Cl
  i	i
- O=S(=O)(Nc1ccccc1)c1ccc2c(c1)CCO2
  i	i
- Clc1ccc(-c2cnc3ccccc3n2)cc1
  i	i
- O=C(O)CCCC(=O)N1CCN(c2ncccn2)CC1
  i	i
- O=C(Nc1ccc(N2CCN(C(=O)c3ccc(Cl)cc3)CC2)cc1)c1ccc(Br)o1
  i	i
- COc1ccc(C2=C(SC)CC2=NC(C)(C)C)cc1
  i	i
- Cc1ccc2ccc[n+](Cc3ccccc3)c2c1
  7.86*	i
- Cc1nn(Cc2ccc(F)cc2)c(C)c1NC(=O)CCCn1nc([N+](=O)[O-])cc1C
  i	i

One compound at a time, as listed above. Values in the order: CHT allo act | CHT block
`Cc1ccc(-c2nn(-c3cccc(F)c3)cc2CN(Cc2nccn2C)C(C)C)o1` reads i | i
`O=C(Nc1ccc(N2CCN(C(=O)c3ccc(Cl)cc3)CC2)cc1)c1ccc(Br)o1` reads i | i
`O=C(O)CCCC(=O)N1CCN(c2ncccn2)CC1` reads i | i
`CC(NC(=O)CN1C(=O)NC(C)(c2cccc3ccccc23)C1=O)c1ccccc1` (stereo not given) reads i | i

(continued)
Second line of a record: CHT allo act	CHT block
- COc1cc2ncnc(Nc3ccc4c(c3)OCO4)c2cc1OC
  i	i
- CC(=O)c1ccc(N2CCN(C(=S)Nc3cc(C)ccc3C)CC2)cc1
  i	i
- CCOC(=O)c1ccc(Oc2nc(NC(C)(C)C)nc(N(C)C)n2)cc1
  i	i
- COCCN(C(=O)CNC(=O)c1ccco1)C(C(=O)NC1CCCC1)c1cccs1 (stereo not given)
  i	i
- CCc1cccc(OCC(O)Cn2c(N3CCCCC3)nc3c2c(=O)[nH]c(=O)n3C)c1 (stereo not given)
  i	i
- C[C@@H](O)C1NC(=O)[C@H](CCCCN)NC(=O)c2cc([N+](=O)[O-])cc(I)c2OCC[C@@H](C(N)=O)NC1=O (stereo not given in full)
  i	i
- Nc1ccc(SCc2nc3cccc4c3n2CCC4)cc1
  i	i
- CCNC(=O)C12CCC(C)(c3nc4cc(C)c(C)cc4nc31)C2(C)C (stereo not given)
  i	i
- Cc1cc(Br)c(NC(=O)c2ccccc2[N+](=O)[O-])cc1C
  i	i
- CC1(c2ccccc2)NC(=O)N(CC(=O)Nc2nc(-c3ccccn3)cs2)C1=O (stereo not given)
  i	i
- COC(=O)c1ccc(Cn2cnc3c(cnn3-c3ccc(Cl)cc3)c2=O)o1
  i	i
- CCCCN=C1CC(C)(C)CC(=O)/C1=C(/O)CCC
  i	i
- CCNc1nc(SC)nc(N(C#N)CC(=O)OC)n1
  i	i
- Cc1ccc(-n2nc3c(c2NC(=O)CC(C)C)CS(=O)(=O)C3)c(C)c1
  i	i
- Cc1ccc2[nH]c(C)c(/C=C/c3cc[n+](C)cc3)c2c1
  i	i
- Cc1ccccc1NS(=O)(=O)c1ccc(C)c(NS(C)(=O)=O)c1C
  i	i
- Cc1cccc(Oc2ccc3c(c2)cc(C(=O)O)n3C)c1
  i	i
- O=c1[nH]ncc(N/N=C\c2cccnc2)c1Cl
  i	i
- CC(=O)c1ccc(N=C2SCCCN2C(=O)C2CCCC2)cc1
  i	i
- COc1ccc(OC(C)C(=O)Nc2cccc([N+](=O)[O-])c2)cc1 (stereo not given)
  i	i
- COc1cc(NC(=O)CSc2cc(C)c3cc(C)cc(C)c3n2)c(C(=O)O)cc1OC
  i	i
- CCn1c(C)nc2cc(-c3nc4n(n3)Cc3ccccc3-4)ccc21
  i	i
- CO/N=C(\Cn1ncc(N2CCCC2)c(Br)c1=O)c1ccc(Cl)cc1
  i	i
- COc1ccc(CNCCc2ccccc2)cc1OCC(N)=O
  i	i
- Cc1cccn2c(=O)nc(SCC(=O)NCc3ccccc3Cl)nc12
  i	i
- Fc1ccc2[nH]c3c(NCc4ccccc4)ncnc3c2c1
  i	i
- CC(C)Nc1nnc(SCC(=O)NCc2ccc3c(c2)OCO3)s1
  i	i
- Cc1cc(NC(=O)CN2CCCCC2)no1
  i	i
- COc1cc2c(cc1OC)-c1cc(Nc3ccc(F)cc3)nc(=O)n1CC2
  i	i
- Cc1cc(N2CCCC2=O)cc(C)c1CN1C(=O)c2ccccc2C1=O
  i	i
- Cc1cc(C)c(C)c(S(=O)(=O)N2CCN(C)CC2)c1C
  i	i
- CCCc1ccc(-c2ccc(F)c(N)c2)nc1
  i	i
- CCCCOC(=O)NC1(C)CCS(=O)(=O)C1 (stereo not given)
  i	i
- O=C(c1cccc(Cl)c1)N1CCCC(C(=O)N2CCN(c3ccccc3)CC2)C1 (stereo not given)
  i	i
- CCc1ccccc1NC(=O)CSc1nnc([C@H](CCSC)NC(=O)OC(C)(C)C)o1
  i	i
- CCC1=C(OC(=O)N(CC)CC)N2C(=O)OC(=NCCc3c[nH]c4ccccc34)[C@]2(C)[C@H]2C1=CC[C@H]1C(=O)N(CC(=O)OC)C(=O)[C@H]12
  i	i
- O=C1Nc2cc(Cl)ccc2Nc2cscc21
  i	i
- CCOc1ccccc1C(=O)NCC(=O)N(C)Cc1ccccc1C
  i	i
- Cc1nc(-c2ccc(C(=O)N3CCCC3)cc2)cs1
  i	i
- N#Cc1nc(-c2ccco2)oc1N1CCCC1
  i	i
- COc1ccc2nc(Nc3nc(CSc4nnnn4-c4ccccc4)cc(=O)[nH]3)nc(C)c2c1
  i	i
- CCOC(=O)c1oc2cc(OCC(N)=O)ccc2c(=O)c1-c1ccc(OC)c(OC)c1
  i	i
- CN1C(=O)CSc2ccc(NC(=O)N3CCc4ccccc43)cc21
  i	i
- Cc1ccc(-n2ncc(C(=O)N3CCc4ccccc4C3)c2NC(=O)c2ccco2)cc1C
  i	i

Part of the list above, with each value named.
structure: COc1cccc(NC(=O)c2ccco2)c1
  CHT allo act: i
  CHT block: i

structure: COc1ccc(C(CC(=O)O)N2Cc3ccccc3C2=O)cc1OC (stereo not given)
  CHT allo act: i
  CHT block: i
